RNase H inhibition: RNase H inhibition, HIV 1 Gag Pol polyprotein, FRET biochemical assay, screening (AID 372); HIV-1 RT RNase H, FRET RNA/DNA substrate fluorescence; higher % means a stronger effect; one-dose inhibition, % at 10 µM; IC50 in µM for titrated hits; 100,000 compounds, 0.77% hits; in the data active = inhibition above about 50%
* = called active by the depositor; & = joins results of further samples.

SMILES	RNase H inhibition
Cc1ccc(OCCCCN2CCC(C)CC2)c(C)c1	7.0%
Cc1ccc(OCCCCCN2CCCCC2)cc1C	2.0%
CC(C)(C)C(=O)Nc1cccc(C(=O)Nc2ccc(Br)cc2)c1	7.0%
O=C(COc1ccc(Cl)cc1)Nc1ccc(NC(=O)c2ccccc2)cc1	13.0%
CCOc1ccccc1C=Nc1cccc2c(N=Cc3ccccc3OCC)cccc12	6.0%
CCOc1cc(C(=O)Nc2nc3ccccc3[nH]2)cc(OCC)c1OCC	10.0%
O=C(Nc1ccc(N2CCCCC2)cc1)c1ccccc1Br	11.0%
COc1ccc(C2C(C(C)=O)=C(O)C(=O)N2c2nc3ccccc3s2)cc1 (centres undefined)	7.0%
COc1ccc(-c2csc3nc[nH]c(=O)c23)cc1	6.0%
C=CCn1c(O)c(C=Nc2c(CC)cccc2CC)c(=O)[nH]c1=S	28.0%
CCC1CCC(N2CCN(c3cccc(C(F)(F)F)c3)CC2)CC1 (centres undefined)	13.0%
Oc1c(Br)cc(/C=N/Nc2nc(N3CCCCC3)nc(N3CCCCC3)n2)c(O)c1Br	29.0%
N#CCc1nnc2n1CCCCC2	0.0%
C(=N\Nc1nc(-c2ccccc2)cs1)/c1ccco1	21.0%
CCC(=O)Nc1ccc2oc(-c3cccc(I)c3)nc2c1	11.0%
CC(=O)N1c2ccccc2NC2=C(C(=O)CC(C)(C)C2)C1c1ccc([N+](=O)[O-])o1 (centres undefined)	5.0%
CCOc1ccc(NC(=O)C2CC2(c2ccccc2C)c2ccccc2C)cc1 (centres undefined)	10.0%
COc1ccc(C(=O)n2nnc3ccccc32)cc1	16.0%
CC(=O)Nc1ccc(N=Cc2cccc(Cl)c2Cl)cc1	15.0%
Cc1cccc(NC(=O)C(=O)NNC(=O)c2ccccc2C)c1	4.0%
C=C(C)Cn1c(COc2ccccc2)n[nH]c1=S	5.0%
CN(C)c1ccc(/C=C2\NC(=O)c3ccccc3C2=O)cc1	9.0%
CN(C)c1ccc(NC(=O)c2ccccc2Cl)cc1	4.0%
Nc1nc(O)c(C2=c3cc(Cl)ccc3=NC2=O)s1	25.0%

No new results follow: 7 of the compounds above.
SMILES	RNase H inhibition
COc1ccc(C(=O)n2nnc3ccccc32)cc1	16.0%
CC(=O)Nc1ccc(N=Cc2cccc(Cl)c2Cl)cc1	15.0%
Cc1cccc(NC(=O)C(=O)NNC(=O)c2ccccc2C)c1	4.0%
C=C(C)Cn1c(COc2ccccc2)n[nH]c1=S	5.0%
CN(C)c1ccc(/C=C2\NC(=O)c3ccccc3C2=O)cc1	9.0%
CN(C)c1ccc(NC(=O)c2ccccc2Cl)cc1	4.0%
Nc1nc(O)c(C2=c3cc(Cl)ccc3=NC2=O)s1	25.0%

(next part)
SMILES	RNase H inhibition
CCCN(CCC)c1ccc(C2NC(=O)c3c(sc4c3CCN(C)C4)N2)cc1 (centres undefined)	33.0%
CC(C)(C)NC(=O)C(=O)NN=C1CCCC1	3.0%
O=C(N/N=C/c1c(O)ccc2ccccc12)c1cnccn1	14.0%
CC(NC(=O)C(=O)N/N=C/c1ccccc1F)c1ccccc1 (centres undefined)	0.0%
Cc1cc2nn(-c3ccccc3)nc2cc1NC(=O)C(Cl)(Cl)Cl	0.0%
CC(C)NC(=O)C(=O)NNC(=O)c1ccc(C(C)(C)C)cc1	8.0%
COc1cc(/C=C2\SC(=S)NC2=O)ccc1OCc1cccc(Cl)c1	24.0%
Cc1nnc(C)n1/N=C/c1c(O)ccc2ccccc12	4.0%
O=C(Nc1ccccc1OC(=O)c1ccc(Cl)cc1)c1ccc(Cl)cc1	12.0%
CN1C(=O)/C(=C\c2ccc(OCc3ccc(Cl)c(Cl)c3)cc2)SC1=S	15.0%
CC1C2=C(CC(C)(C)CC2=O)OC2=C1C(=O)CC(C)(C)C2	10.0%
CC(C)(C)NCCOc1cccc(Cl)c1Cl	4.0%
COc1cccc(C(=O)NC(=S)Nc2cccc(C)c2)c1	20.0%
CC1(C)Cc2ccccc2C(N/N=C/c2ccc(Cl)cc2)=N1	8.0%&5.0%
O=C(CN(c1ccc(Br)cc1)S(=O)(=O)c1ccccc1)Nc1ccccc1F	5.0%
CCc1ccccc1NC(=O)C(C)Oc1ccc(OC)cc1 (centres undefined)	0.0%
CCOc1ccc(NS(=O)(=O)c2ccc(N=Cc3c(O)n(-c4ccccc4)c(=O)[nH]c3=O)cc2)cc1	13.0%
C=CCN1C(=O)/C(=C/c2ccccc2OCCOc2c(C)cccc2C)SC1=S	15.0%
COc1ccccc1NC(=O)/C=C/c1cc(Br)cs1	5.0%
O=C(CN1C(=O)C2C3C=CC(C4CC34)C2C1=O)OCC(=O)c1ccc(-c2ccccc2)cc1 (centres undefined)	1.0%
CN1C(=O)C(=Cc2ccc(OCC(=O)O)cc2)C(=O)N(C)C1=S	1.0%
COC(=O)C1=C(C)NC(=O)CC1c1cc(Br)ccc1F (centres undefined)	6.0%
Cc1ccc(-c2csc(/C(C#N)=C\C=C\c3ccc([N+](=O)[O-])cc3)n2)c(C)c1	13.0%
O=C(COc1ccc(Br)cc1Cl)NC1CCCCC1	18.0%
CC1=C(C(=O)OCCc2ccccc2)C(c2ccc(O)cc2)C2=C(CC(c3ccc(Cl)cc3)CC2=O)N1 (centres undefined)	21.0%
O=C(NCc1ccco1)c1cc([N+](=O)[O-])ccc1Cl	1.0%
COC(=O)c1cccc(/C=C/N(C)C)c1[N+](=O)[O-]	0.0%
O=C(CCN1C(=O)c2ccccc2C1=O)Nc1ccc(I)cc1	0.0%
O=c1cnnc(N/N=C/c2ccc3c(c2)OCO3)[nH]1	8.0%
CCOc1ccccc1CN(CCc1ccc2c(c1)OCO2)Cc1ccncc1	5.0%
CCOC(=O)C1=C(C)NC(=S)NC1c1ccc(C)cc1 (centres undefined)	7.0%
CCCCCCN1C(=O)C(O)=C(C(C)=O)C1c1ccc(C)cc1 (centres undefined)	4.0%
CCN1C(=O)/C(=C\c2ccc(O)c(OC)c2)C(C(=O)OC)=C1C	7.0%
O=C(CCSc1ccc(Cl)cc1)Nc1cccc(Br)c1	2.0%
CCC(CC)NC(=O)c1ccc([N+](=O)[O-])cc1	1.0%
N/C(=C\C(=O)c1ccccc1O)C(Cl)(Cl)Cl	3.0%

3 compounds picked at random from the list so far:
SMILES	RNase H inhibition
CCC(CC)NC(=O)c1ccc([N+](=O)[O-])cc1	1.0%
CCOc1ccccc1CN(CCc1ccc2c(c1)OCO2)Cc1ccncc1	5.0%
CC1=C(C(=O)OCCc2ccccc2)C(c2ccc(O)cc2)C2=C(CC(c3ccc(Cl)cc3)CC2=O)N1 (centres undefined)	21.0%

Carrying on:
SMILES	RNase H inhibition
O=C(NC1CCS(=O)(=O)C1)/C(=C\c1ccccc1)NC(=O)c1ccc([N+](=O)[O-])cc1 (centres undefined)	10.0%
CCNc1nc(NC(C)C)nc(Oc2ccc(C(=O)OCC)cc2)n1	12.0%
CCC(CC)=NNC(=O)C(=O)NC1CCCCC1	6.0%
Cc1cccc(OCCSc2nc3ccccc3n2CCO)c1	0.0%
CCc1c(C)nc2cc(-c3cccc(C)c3)[nH]n2c1=O	9.0%
CC(=O)Nc1ccc(NC(=O)c2cc([N+](=O)[O-])ccc2Cl)cc1	12.0%
Cc1ccc(Cl)c(OC(=O)CCCOc2ccc(Cl)cc2Cl)c1	4.0%
O=C(O)CCC(=O)Nc1sc2c(c1C(=O)Nc1ccccc1)CCCC2	35.0%
Cc1nc2ccccn2c1C(=O)N/N=C\c1ccc(OCc2ccc(Cl)cc2)cc1	17.0%
O=C(N/N=C/c1cccc(F)c1)c1cccc(Cl)c1	0.0%
NS(=O)(=O)c1ccc(CCNS(=O)(=O)c2ccccc2)cc1	5.0%
Cc1cccc(C)c1NC(=O)COc1ccc(Br)cc1Cl	3.0%
NS(=O)(=O)c1cccc(NC(=O)/C=C/c2ccc(Cl)cc2)c1	0.0%
COc1ccccc1N(CC(=O)Nc1ccc(Oc2ccccc2)cc1)S(=O)(=O)c1ccccc1	16.0%
COc1ccc(C(=O)Nc2ccc3oc(-c4cc(Cl)c(OC)c(Cl)c4)nc3c2)cc1OC	26.0%
Cc1ccc(-c2nc3ccccc3o2)cc1N=Cc1cc(Br)cc(Cl)c1O	4.0%
COc1ccc(CCNC(=O)C(=O)NC(C)C)cc1	3.0%
CCOc1cc(/C=C2\SC(=NC)N(C)C2=O)c(Br)cc1OC(C)=O	10.0%
CCOc1cc(/C=C2\SC(=S)NC2=O)cc(Cl)c1OCCOc1ccc(OC)cc1	12.0%
COCCOC(=O)C1=C(C)NC(=O)NC1c1cccs1 (centres undefined)	3.0%
CCN(CC)Cc1c(O)ccc2oc(C)c(C(=O)c3ccc(OC)cc3OC)c12	17.0%
CCOC(=O)C1=C(C)N=c2s/c(=C/c3ccc(C(=O)OC)cc3)c(=O)n2C1c1c(OC)ccc2ccccc12 (centres undefined)	6.0%
COc1cccc(-c2csc(/C(C#N)=C\Nc3cccc(C)c3C)n2)c1	26.0%
O=C(CCN1C(=O)/C(=C/c2cccs2)SC1=S)Nc1ccccn1	2.0%

Molecules listed so far that contain a cyano group:
SMILES	RNase H inhibition
N#CCc1nnc2n1CCCCC2	0.0%
Cc1ccc(-c2csc(/C(C#N)=C\C=C\c3ccc([N+](=O)[O-])cc3)n2)c(C)c1	13.0%
COc1cccc(-c2csc(/C(C#N)=C\Nc3cccc(C)c3C)n2)c1	26.0%

Additional compounds follow:
SMILES	RNase H inhibition
Cc1cc(Br)ccc1S(=O)(=O)n1cncc1C	5.0%
O=C(Cc1ccc(Cl)cc1)NN=C1c2ccccc2-c2ccccc21	13.0%
O=C(CN1C(=O)c2ccccc2C1=O)Nc1ccc(Br)cc1	4.0%
CC1CCN(C(=O)c2cncc(Br)c2)CC1	4.0%
O=C(N=Nc1c(O)n(Cc2ccccc2)c2ccccc12)c1ccccc1[N+](=O)[O-]	12.0%
C=CCn1c(-c2ccc(OC)cc2)n[nH]c1=S	6.0%
CCSC1=C(C#N)C(c2cccc3ccccc23)CC(=O)N1 (centres undefined)	15.0%
CCOC(=O)C1=C(C)N=c2s/c(=C\c3ccc(-c4cccc([N+](=O)[O-])c4)o3)c(=O)n2C1c1ccc(SC)cc1 (centres undefined)	15.0%
Cc1cc(C)cc(NC(=O)C(C)Oc2ccccc2)c1 (centres undefined)	18.0%
COc1cccc(NC(=O)c2ccc(CN3CCN(Cc4ccccc4)CC3)cc2)c1	0.0%
NC(=O)c1ccccc1NC(=O)c1ccc(Cl)cc1[N+](=O)[O-]	3.0%
O=C(COc1ccc(Cl)cc1)Nc1cc(C(F)(F)F)cc(C(F)(F)F)c1	8.0%
O=C(Nc1cccc(-c2nc3ccccc3[nH]2)c1)c1ccc2c3c(cccc13)CC2	21.0%
Cc1cc2nn(-c3ccccc3)nc2cc1NC(=O)c1ccc(Cl)cc1Cl	41.0%
COC(=O)CNC(=O)c1ccc(Cl)cc1Cl	8.0%
COc1ccc(/C=N\N2CCN(c3ccc(Cl)cc3)CC2)cc1O	13.0%
COc1ccc(NC2OC(=O)c3c2ccc(OC)c3OC)cc1 (centres undefined)	1.0%
CCCCOc1ccc(NC(=O)CSc2nnc(C)s2)cc1	4.0%
Cn1c(/C=C/c2cccc(Oc3ccccc3)c2)c([N+](=O)[O-])c(=O)n(C)c1=O	54.0%*
COc1ccc(N(CC(=O)Nc2c(C)cccc2C)S(=O)(=O)c2ccccc2)cc1Cl	2.0%
Cc1ccc(O)c(NC(=S)NC(=O)c2ccccc2Br)c1	19.0%
COc1cccc(C(=O)NC(NC(=S)Nc2cc(OC)ccc2OC)C(Cl)(Cl)Cl)c1 (centres undefined)	14.0%
CSc1nnc2sc3ccccc3n12	9.0%
O=c1oc(-c2ccccc2)nc2sc3c(c12)CCC3	29.0%
N=C1S/C(=C\c2cc3c(cc2[N+](=O)[O-])OCO3)C(=O)N1c1ccc(F)cc1	55.0%*
N#C/C(=C\c1ccc(O)c(O)c1)c1nc(-c2cccc([N+](=O)[O-])c2)cs1	60.0%*
CC(=O)c1ccc(NN=C(C#N)C#N)cc1	1.0%
CC1(C)CC(OC(=O)c2ccccc2)CC(C)(C)N1	0.0%
CN(C)c1ccc(/C=C2/C(=O)NN(c3cccc(Cl)c3)C2=O)cc1Br	5.0%
N#Cc1cc(Cc2ccc(N)c(C#N)c2)ccc1N	17.0%
COc1ccc(NC(=O)C2=C(C)NC(=O)NC2c2ccc(Cl)cc2Cl)cc1 (centres undefined)	11.0%
C(CN1CCOCC1)NC1C2CC3CC(C2)CC1C3 (centres undefined)	3.0%
CC(=O)N1c2ccccc2C(N(C(=O)c2ccc([N+](=O)[O-])cc2)c2ccccc2)CC1C (centres undefined)	2.0%
CC(=O)Nc1ccc(N/C(C)=C/C(=O)c2ccc(Br)cc2)cc1	9.0%
COc1ccc2ccccc2c1C(=O)/C=C/c1cccnc1	8.0%
c1ccc(CN2CCN(Cc3c[nH]c4ccccc34)CC2)cc1	10.0%
O=C(N/C(=C\c1ccc(Br)cc1)C(=O)N1CCCCCC1)c1cccs1	12.0%
COc1ccc(CNC(=O)Cc2ccccc2)cc1OC	6.0%
Cc1ccc(C2/C(=C(\O)c3ccccc3)C(=O)C(=O)N2c2nncs2)cc1 (centres undefined)	0.0%
CCOC(=O)c1c[nH]c2c(ccc3ccccc32)c1=O	4.0%
COc1ccc(Cl)cc1N(CC(=O)N1CCN(c2ccccc2)CC1)S(=O)(=O)c1ccccc1	13.0%
CCN(CC)CC(=O)Nc1ccc2c(c1)N(C(=O)CNN(CC)CC)c1ccccc1CC2	12.0%
c1ccc2c(OCCCCCN3CCCCC3)cccc2c1	0.0%
Cc1cccc(N2C(=O)NC(=O)/C(=C/c3ccc(N(C)C)c(Br)c3)C2=O)c1	14.0%
Cc1ccc(OCC(=O)NCc2ccccn2)c(C)c1	0.0%
C/C(=N\Nc1nnc(-c2ccccc2)c(-c2ccccc2)n1)c1ccc([N+](=O)[O-])cc1	8.0%
FC(F)(F)c1ccccc1/C=N/NC(=S)NCc1ccccc1	7.0%
CCOC(=O)c1c(NC(=O)c2cccc([N+](=O)[O-])c2)sc2c1CCC(C)C2 (centres undefined)	15.0%
CCc1ccc(-n2c(O)c(/C=C3\C=Nc4ccccc43)c(=O)[nH]c2=O)cc1	1.0%
c1ccc(-c2onc3ccc(Oc4ccc5noc(-c6ccccc6)c5c4)cc23)cc1	19.0%
CC(Oc1ccccc1)C(=O)NC1CCCCCCC1 (centres undefined)	9.0%
O=C(c1ccccc1O)N1CCCc2ccccc21	0.0%

An excerpt; the hit share may differ from the screen's.
